# M1AAP inhibition: P. falciparum M1AAP inhibitors, biochemical, fluorogenic H-Leu-NHMec substrate, 1536-well (AID 1445). 220,000 tested, 0.42% active. recombinant M1AAP, H-Leu-NHMec fluorogenic kinetic assay; higher % means a stronger effect. inhibition, % at 30 µM, or IC50 in µM where a hit was titrated;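 active means primary inhibition above the hit cutoff, then over 50% inhibition at one or more dose response concentrations, cut at about 23% in these data, passing the limit was not always enough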;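 further: plate controls were DMSO full reaction for no effect and no enzyme background for full effect; strong numbers were not always called active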
# MT stabilizer: microtubule stabilization, imaging screen; HeLa tubulin immunostaining HCS, 24 h; share of cells brighter than vehicle mean+2SD; AID 2205; 200,000 tested, 0.83% active; % tubulin-high responders, % at 10 µM;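 active means plate Z-score above 3 for both tubulin-high and condensed-nucleus cell shares, with cell loss under 80%, at 10 µM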;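 further: anti alpha tubulin signal scored within the nucleus-defined area of each cell; some results filed as inactive read as strong as hits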
# b-catenin transl: alters nuclear translocation of beta-catenin in HeLa cells; immunofluorescence imaging; nuclear translocation activity, % at 5 µM; 190,000 tested, 0.3% active;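 active means nuclear translocation activity above 50% at 5 µM, with a well cell count of 50 or more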;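 further: per-cell ratio of nuclear to cytoplasmic median beta-catenin stain intensity; plate controls were DMSO negative control for no effect and GSK-3 inhibitor IX positive control for full effect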
#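 Test system: human HeLa cells, endogenous beta-catenin. Times: 24 h compound exposure, 37°C. Measured by: beta-catenin immunofluorescence imaging with DAPI.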
# Dynein cargo inh: blocks dynein driven cargo transport along microtubules; 3617.4 mouse cells, GR-EGFP nuclear translocation imaging; test concentration mostly 20 µM; stimulated with dexamethasone, 1 µM; active compounds read low; z-score, hits read low; 220,000 tested, 0.47% active;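 active means plate z-score of nuclear minus cytoplasmic receptor signal below a set negative limit, without overly bright fluorescence or cell loss, cut at about -3.5 in these data, passing the limit was not always enough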;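 further: z-score of nuclear minus cytoplasmic ring GR-EGFP intensity difference per well; some compounds called inactive have numbers as strong as hits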
#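 medium = tetracycline-free induction medium containing charcoal-stripped FBS | also added = 1.0 µM final dexamethasone stimulus | schedule = 48 h induction, 1 h compound, 30 min dex at 37 °C | technique = fixed, Hoechst-stained cells imaged at 10x for EGFP | measure = GR-EGFP nuclear translocation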
# WT yeast gro inh: growth inhibition of WT yeast, mitochondrial fusion screen; mitochondrial fusion phenotypic screen, WT strain; inhibition, % at 10 µM; 190,000 tested, 2.1% active; in the data active means inhibition above about 58%; tested in S. cerevisiae
# Autophagy mod: modulators of autophagy; calls only at 10 µM (by protocol); 190,000 tested, 0.98% active; AID 463193; MEF GFP-LC3 puncta imaging; test concentration mostly 10 µM;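 active means percentage of spot-positive cells more than 3 SD above its plate mean, without a fluorescence outlier flag or 80% toxicity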;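 further: spot-positive cell cutoff set from DMSO-treated cells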
# Yfh1-off respiration: enhancers of respiration in Yfh1-depleted yeast, dose response, Friedreich's ataxia, plus single-dose screen (AID 1465); S. cerevisiae Yfh1-off respiration, WST-1 reduction, 72 h; higher fold induction means a stronger effect; fold induction at 50 µM; hits with a dose series show EC50 in µM; 220,000 tested, 0.074% active;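 active means fold induction of absorbance versus untreated yeast above a set limit, then at least 30% activation at any dose in follow-up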;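 further: activators that raise dye reduction in frataxin-depleted yeast; strong numbers were not always called active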
# T cell HTS: modulates CD8 T cell binding to vesicles; 2C CD8+ T cell-vesicle binding, flow cytometry; active compounds read low; 330,000 tested, 0.068% active; calls only at 7 µM;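 active means response, share of CD8 T cells binding vesicles, and their 90th percentile fluorescence all below set limits, cut at about 80% in these data, passing the limit was not always enough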
#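 Assay system – 2C mouse CD8+ T cells · Also added – QL9-loaded Drosophila micro-vesicles · Timing – Cell–vesicle co-incubation 1.5 h at 37 °C, staining 20 min on ice · Signal – flow cytometry of vesicle-bound cells · Measure – percent CD8+ FL2 mean versus row control · Controls – Peptide-free naked vesicles (low) and QL9 vesicles with 0.7% DMSO vehicle (high)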
# P. falciparum M17LAP: P. falciparum M17LAP inhibitors, primary screen, biochemical, fluorogenic H-Leu-NHMec substrate, 1536-well (AID 1619); 220,000 tested, 0.38% active; recombinant M17LAP, H-Leu-NHMec fluorogenic kinetic assay; higher % means a stronger effect; inhibition, % at 30 µM; hits with a dose series show IC50 in µM;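 active means compound inhibiting the enzyme by more than half at any dose during confirmatory dose-response retesting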;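 further: plate controls were full reaction with DMSO carrier for no effect and no enzyme background for full effect; strong numbers were not always called active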
# WT yeast gro inh mutant strain: recorded beside WT yeast gro inh, whose call it bears; inhibition, %; mitochondrial fusion phenotypic screen, mutant strain inhibition
# Dynein cargo inh cytoplasmic EGFP: also measured in Dynein cargo inh; calls as there; z-score; measured here: cytoplasmic GR-EGFP intensity; active compounds read high
# Dynein cargo inh nuclear GR-EGFP: recorded beside Dynein cargo inh, whose call it bears; z-score; measured here: nuclear GR-EGFP intensity;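 lower value marks the stronger effect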
# Dynein cargo inh cell count: second read-out of Dynein cargo inh, no call of its own (marks repeat the call); z-score; measured here: cell count per field
# b-catenin transl cell count 5 µM: second read-out of b-catenin transl, no call of its own (marks repeat the call); cell count; measured here: cell count, cytotoxicity flag
# T cell HTS vesicle-bound %: also measured in T cell HTS; calls as there; double positive events, %; measured here: CD8+ vesicle-bound cell fraction;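 binding gate set so that unloaded-vesicle control wells show 10% double positive cells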
# MT stabilizer Hoechst-high %: further read-out of MT stabilizer, marked with its call; % Hoechst-high responders; measured here: nuclear condensation Hoechst responders;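 share of cells brighter than vehicle mean plus two SD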
# MT stabilizer cytotoxicity %: second read-out of MT stabilizer, no call of its own (marks repeat the call); toxicity, %; measured here: cytotoxicity by cell density;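 0% = mean cell density of plate MIN control wells and 100% = no cells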
# Autophagy mod cell loss 18 h: further read-out of Autophagy mod, marked with its call; toxicity, %; measured here: cell loss, nuclei count;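 cell loss after 18 h compound exposure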
# The depositor's hits bear a star; i = inactive; / = no result given. This is a random part of the collection; about 4.4% have a hit in one of these screens.
SMILES,M1AAP inhibition,MT stabilizer,MT stabilizer Hoechst-high %,MT stabilizer cytotoxicity %,b-catenin transl,b-catenin transl cell count 5 µM,Dynein cargo inh,Dynein cargo inh cytoplasmic EGFP,Dynein cargo inh nuclear GR-EGFP,Dynein cargo inh cell count,WT yeast gro inh,WT yeast gro inh mutant strain,Autophagy mod,Autophagy mod cell loss 18 h,Yfh1-off respiration,T cell HTS,T cell HTS vesicle-bound %,P. falciparum M17LAP
COc1ccc(Br)cc1CNCCSc1nnnn1C,-4%,1.7,0.8,5.8,-3.6,979,-0.27,-0.19,-0.24,0.087,7,6,i,3,i,i,39,6%
O=C(CC1NCCc2ccccc21)Nc1ccccc1Cl (stereo unspecified),0%,1.3,2.1,3.9,0.8,1174,0.067,-0.19,-0.052,0.57,-16,3,i,-7,i,i,45,7%
Cc1nn(Cc2cccc3ccccc23)c(C)c1NC(=O)c1cccnc1,2%,2.8,2.5,8.8,-2.0,910,1.2,-0.27,1,-0.76,-2,5,i,13,i,i,61,-3%
CCn1c(Cc2cccs2)nnc1SCC(=O)Nc1ccc(OC)c(OC)c1,3%,6.7,1.3,6.2,-2.2,1156,-0.3,-0.42,0.08,-0.0023,-18,-6,i,0,i,i,13,-2%
CC(C)C(O)P(=O)(OCc1ccccc1)c1ccc(N(C)C)cc1 (stereo unspecified),3%,6.2,3.9,9.1,2.6,1380,0.44,-0.33,0.27,0.17,-16,3,i,20,i,i,40,13%
COc1ccc(NC(=O)c2cn(CCC#N)nc2-c2cc3ccccc3o2)cc1,-4%,7.2,0.9,12,-1.5,1052,0.73,-0.25,0.62,-0.019,-5,-6,i,-1,i,i,14,-3%
COC(=O)c1ccc(/C=N/n2cnnc2)cc1,7%,4.2,4.5,3.1,0.3,1139,-1.4,-0.3,-1,-0.24,5,5,i,8,i,/,/,3%
COc1cc(Cl)cc(NC(=O)CCN2CCN(C)CC2)c1,3%,2.9,2.6,1.8,-3.7,925,-0.84,-0.4,-0.44,0.61,17,2,i,3,i,i,28,7%
Cn1cc([N+](=O)[O-])c(C(=O)Nc2cnn(Cc3ccc(F)cc3)c2)n1,2%,10,2.5,4.8,16,286,0.37,-0.084,0.058,-1.3,-7,25,i,0,i,i,47,14%
Cc1ccc2cc(CN(Cc3ccco3)C(=S)NCC3CCCO3)c(=O)[nH]c2c1 (stereo unspecified),2%,0.9,1.0,4.8,-1.8,1013,1.1,-0.22,0.48,-0.41,5,9,i,-2,i,i,48,4%
N#C/C(=N\O)c1nc2ccccc2s1,/,2.2,0.9,2.8,1.4,1040,-0.23,-0.15,0.38,0.079,8,5,i,-1,i,i,22,/
CCCNC(=O)c1nnsc1S(=O)c1ccc(Cl)cc1 (stereo unspecified),2%,5.7,2.7,1.4,-2.9,1091,-4.8*,1.6*,-2.6*,0.98*,85,91,i,21,i,/,/,5%
CCCCNC(=S)N1CCn2cccc2C1c1ccccc1 (stereo unspecified),0%,2.3,1.2,1.8,0.2,1106,0.66,-0.25,0.37,-0.42,33,44,i,-32,i,i,55,39%
O=C(N/N=C/c1sc2ccccc2c1O)c1cccc2ccccc12,-6%,8.0,2.1,19,-0.9,512,0.16,0.67,0.45,0.31,8,10,i,15,i,i,37,-2%
CCSc1n[nH]c2nc3c(c(=O)n12)C1(CCCC1)Cc1ccccc1-3,14%,1.9,1.2,10,0.3,1258,-0.62,-0.17,-0.54,0.58,24,16,i,-2,i,i,15,16%

# 8 compounds already listed, ordered by formula weight, low to high:
SMILES,M1AAP inhibition,MT stabilizer,MT stabilizer Hoechst-high %,MT stabilizer cytotoxicity %,b-catenin transl,b-catenin transl cell count 5 µM,Dynein cargo inh,Dynein cargo inh cytoplasmic EGFP,Dynein cargo inh nuclear GR-EGFP,Dynein cargo inh cell count,WT yeast gro inh,WT yeast gro inh mutant strain,Autophagy mod,Autophagy mod cell loss 18 h,Yfh1-off respiration,T cell HTS,T cell HTS vesicle-bound %,P. falciparum M17LAP
N#C/C(=N\O)c1nc2ccccc2s1,/,2.2,0.9,2.8,1.4,1040,-0.23,-0.15,0.38,0.079,8,5,i,-1,i,i,22,/
COC(=O)c1ccc(/C=N/n2cnnc2)cc1,7%,4.2,4.5,3.1,0.3,1139,-1.4,-0.3,-1,-0.24,5,5,i,8,i,/,/,3%
O=C(CC1NCCc2ccccc21)Nc1ccccc1Cl (stereo unspecified),0%,1.3,2.1,3.9,0.8,1174,0.067,-0.19,-0.052,0.57,-16,3,i,-7,i,i,45,7%
CCCNC(=O)c1nnsc1S(=O)c1ccc(Cl)cc1 (stereo unspecified),2%,5.7,2.7,1.4,-2.9,1091,-4.8*,1.6*,-2.6*,0.98*,85,91,i,21,i,/,/,5%
O=C(N/N=C/c1sc2ccccc2c1O)c1cccc2ccccc12,-6%,8.0,2.1,19,-0.9,512,0.16,0.67,0.45,0.31,8,10,i,15,i,i,37,-2%
Cc1nn(Cc2cccc3ccccc23)c(C)c1NC(=O)c1cccnc1,2%,2.8,2.5,8.8,-2.0,910,1.2,-0.27,1,-0.76,-2,5,i,13,i,i,61,-3%
COc1ccc(NC(=O)c2cn(CCC#N)nc2-c2cc3ccccc3o2)cc1,-4%,7.2,0.9,12,-1.5,1052,0.73,-0.25,0.62,-0.019,-5,-6,i,-1,i,i,14,-3%
CCn1c(Cc2cccs2)nnc1SCC(=O)Nc1ccc(OC)c(OC)c1,3%,6.7,1.3,6.2,-2.2,1156,-0.3,-0.42,0.08,-0.0023,-18,-6,i,0,i,i,13,-2%

# Additional compounds
SMILES,M1AAP inhibition,MT stabilizer,MT stabilizer Hoechst-high %,MT stabilizer cytotoxicity %,b-catenin transl,b-catenin transl cell count 5 µM,Dynein cargo inh,Dynein cargo inh cytoplasmic EGFP,Dynein cargo inh nuclear GR-EGFP,Dynein cargo inh cell count,WT yeast gro inh,WT yeast gro inh mutant strain,Autophagy mod,Autophagy mod cell loss 18 h,Yfh1-off respiration,T cell HTS,T cell HTS vesicle-bound %,P. falciparum M17LAP
COc1ccc(C)cc1NC(=O)NC1CCN(Cc2ccccc2)CC1,-5%,3.8,1.8,5.4,0.8,1030,0.53,-0.28,0.65,-0.097,8,-10,i,1,i,i,28,2%
COc1ccc(-n2c(NC(=O)c3ccco3)c(C#N)c3nc4ccccc4nc32)cc1,4%,1.6,1.6,2.8,-4.3,1475,-0.79,-0.017,-0.26,1,9,-10,i,-9,i,i,56,-41%
COc1ccc(C(=O)c2coc3ccc(O)c(CN(C)C)c23)cc1,6%,5.1,2.8,3.5,/,/,-0.6,-0.23,-0.21,0.17,11,13,i,-2,i,i,50,6%
N#Cc1c(Cl)nc2c(c1C#N)CCCC2,2%,/,/,/,0.3,1368,-0.72,-0.27,-0.4,1.2,/,/,/,/,i,i,30,12%
CCOC(=O)C1=C(C)NC(=O)NC1c1ccc([N+](=O)[O-])o1 (stereo unspecified),5%,/,/,/,-0.1,1327,0.19,0.042,0.041,0.2,/,/,/,/,i,i,36,1%
CCOC(=O)c1cc(-c2ccccc2)n(CCC(=O)N2CCN(c3ccccc3OC)CC2)c1C,5%,4.9,2.7,1.4,-0.5,437,-0.31,-0.25,-0.41,0.64,23,-11,i,-5,i,i,13,3%
COc1cc(/C=N/NC(=O)c2cnn3c(C)cc(-c4ccccc4)nc23)ccc1O,6%,1.5,1.2,5.1,-1.6,1366,0.12,-0.19,-0.2,0.31,10,16,i,4,i,i,53,12%
CC1(C)CC(=O)C=C(NCCN2CCN(C(=O)Nc3ccc(Cl)c(Cl)c3)CC2)C1,7%,3.4,1.4,6.2,0.3,1121,4.1,-0.11,2.2,-2.3,22,1,i,18,i,i,34,7%
O=C1CSc2ccc(C(=O)Nc3cccc(S(=O)(=O)Nc4ccc(Br)cc4)c3)cc2N1,-3%,4.2,0.8,11,2.3,1495,-0.04,-0.24,0.23,-0.62,-2,-4,i,-12,i,i,59,-3%
CCOC(=O)n1c(=O)n(Cc2cccc(C)c2)c2ccccc21,-6%,3.9,4.0,6.7,1.6,1038,2,0.19,1.3,-1.6,12,-25,i,3,i,i,37,-16%
Cn1c(=O)c2c(ncn2CC(=O)OCC(=O)Nc2ccccc2)n(C)c1=O,-2%,6.1,1.4,4.6,-7.5,1089,1.4,0.65,1.2,-1.1,-2,10,i,26,i,i,26,0%
COc1ccc(-c2csc(NC(=O)c3nc(-c4ccccc4)oc3C)n2)cc1,3%,3.0,2.0,0.8,2.5,1399,-0.35,-0.19,-0.4,0.73,4,10,i,3,i,i,14,-2%
O=C(N/N=C/c1cccc2cccnc12)c1ccccc1O,-5%,/,/,/,0.9,1323,1.6,0.24,1.5,-1.4,/,/,/,/,i,i,18,-7%
O=S(=O)(c1cnc(Cl)c(Br)c1)N1CCCCCC1,4%,5.0,2.7,11,/,/,-0.69,-0.25,-0.61,0.81,-26,-21,i,-7,i,i,5,-3%

# Compound activity (PubChem)
